Akt phos inh = blocks phosphorylation of Akt; Neuro2A IGF-stimulated pAkt S473 HTRF, 20 min; stronger effect = lower value; activity change, % for hits at 50 µM; hit rate 0.32% among 360,000; in the data active means activity change below about -80%; inconclusive means mostly about -51% to -80%; further: on the % scale 0 is the no-effect control and ±100 the full control effect
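Neuro2A cells in DMEM with 0.5% FBS, overnight at 37 deg C, given compound at single 50 µM final, then IGF (6 nM final) for 20 min at 37 deg C. Lysed; phospho-Akt Ser473 by HTRF after 24 h, 665/615 ratio.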
Mm-Cpn inhibitor = M. maripaludis TRiC chaperonin inhibition; Potency, µM (doses to about 76.9 µM), without a hit: top-dose activity, negative = inhibition, hits mostly inhibitors; AID 504842; purified Mm-Cpn ATPase, ADP Transcreener TR-FRET; hit rate 0.031% among 330,000; further: potency means the concentration at half of the fitted maximal effect; on the % scale 0 is the no-effect control and ±100 the full control effect; nearly all actives have a fitted effect of over 80% in size
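Quantitative HTS used 25 nM Mm-CPN and 10 uM ATP in magnesium/KCl Tris buffer, pH 7.4, with 1 mM DTT. Hydrolysis ran 30 min at 37°C; ADP was read by HTRF.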
A549 tox = kills or reduces viability of A549 cells in Nrf2 counter-screen. A549 ARE-Fluc cells, CellTiter-Fluor viability, 18-24 h. Potency, µM (titrated, usually from 46 µM), for the others: at the top dose activity change, negative = cytotoxicity, usual class: inhibitors. hit rate 0.16% among 390,000. AID 504648; further: potency means the concentration at half of the fitted maximal effect; on the % scale 0 is the no-effect control and ±100 the full control effect
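A549 ARE-Fluc cells in 5% FBS OPTI-MEM, 5000 cells/well, rested 2 h then exposed to compounds in concentration-response for 18-24 h at 37 °C. Viability by CellTiter-Fluor fluorescence (Ex 405/Em 525) after 30 min; luciferase luminescence (BugLite, 15 min, RT) read afterwards.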
Nrf2 inh = inhibitors of Nrf2 signaling; hit rate 2.1% among 360,000; Potency, µM (doses to about 46 µM), for inactives: at the top dose activity change, negative = inhibition, actives largely listed as inhibitors; A549 ARE-Fluc reporter, luciferase luminescence, 18-24 h; further: potency means the concentration at half of the fitted maximal effect; on the % scale 0 is the no-effect control and ±100 the full control effect; nearly all actives have a fitted effect of over 60% in size
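In this cell-based qHTS, ARE-driven firefly luciferase in A549 cells reports Nrf2 activity; the luminescent signal after BugLite lysis is the measured value, with a prior CellTiter-Fluor read for cell health.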
TGFb SMAD3 inh = blocks TGF-b signaling; AID 588855; hit rate 1.2% among 410,000; Potency, µM (doses to about 46.1 µM), for the others: at the highest dose activity, negative = inhibition, usual class: inhibitors; HepG2 CAGA-GFP TGF-b/SMAD3 reporter, GFP fluorescence, 18 h; TGF-beta stimulated, 500 pg/mL final; further: potency means the concentration at half of the fitted maximal effect; on the % scale 0 is the no-effect control and ±100 the full control effect; nearly all actives have a fitted effect of over 65% in size
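HEPG2 CAGA-GFP, 1000 cells/well; 2 h settle, 37 C; cpd via pin tool; TGF-b 500 pg/mL final; 18 h, 37 C; GFP imaging ex488/em500-530; %Activity normalised to -TGF-b and +DMSO controls; CRC fit, curve class.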
HepG2 viability = kills HepG2 cells in TGF-b inhibitor counter-screen; HepG2 CAGA-GFP viability, ATP luminescence, 18 h; Potency, µM (doses to about 46.1 µM), for inactives: at the highest dose activity change, negative = cytotoxicity, usual class: cytotoxic; hit rate 0.76% among 410,000; AID 588856; further: potency means the concentration at half of the fitted maximal effect; some results filed as inactive show a strong effect at the top dose
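HepG2 CAGA-GFP cells (1000/well, DMEM with 1% FBS) received compound, then TGF-beta at 500 pg/mL final, and were incubated 18 hours at 37 degrees C. Viability was read by CellTiter-Glo luminescence. Media-only wells were set as complete cell-killing and DMSO as no toxicity.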
CCT modulator = cytosolic chaperonin activity modulation; purified chaperonin ATPase assay, HTRF ADP detection, 30 min; activity change, % (concentration not given with the values), hits read low; hit rate 0.3% among 360,000; AID 651819; in the data active means activity change below about -30%; further: on the % scale 0 is the no-effect control and ±100 the full control effect
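TRiC (40 or 20 nM final, by batch activity) in 30 mM Tris pH 7.4, 100 mM KCl, 5 mM MgCl2, 1 mM DTT was treated with compound at 76 uM single dose, then 10 uM ATP, 30 min at 37 °C. ADP was read by HTRF Transcreener.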
Abeta yeast res = compounds reversing amyloid beta toxicity in yeast. yeast expressing A-beta42, growth rescue, OD600, 48 h; response scale: 0% DMSO, 100% iron-clioquinol control. Potency, µM (doses to about 46.1 µM), without a hit: top-dose growth rescue, most hits filed as activators. hit rate 0.063% among 410,000. AID 1347071; further: potency means the concentration at half of the fitted maximal effect; nearly all actives have a fitted effect of over 55% in size
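Yeast A-beta toxicity model in growth medium with pinned compounds, 48 h at 30 C; growth read as absorbance at 600 nm. Normalized to FeCl3/clioquinol equimolar mix (positive) and DMSO (negative).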
Nrf2 activator = Nrf2 pathway activation | AREc32 ARE-luciferase reporter (MCF7-derived line), luminescence, 24 h | Potency, µM (titrated, usually from 46.1 µM), for inactives: top-dose activation, hits mostly activators | hit rate 0.31% among 410,000; further: potency means the concentration at half of the fitted maximal effect; % of control where 0% means no effect; nearly all actives have a fitted effect of over 65% in size
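Nrf2 activation is followed as ARE-luciferase induction in the AREc32 line after one day of compound treatment; luminescence is read with Steady-Glo.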
* hit, by the source's call; i = inactive; ? = inconclusive; · = no result given; & = joins results of further samples; [ ] = remark or other dose. Unless noted, the call rests on the fitted dose curve; in most records, active means well fitted curve in the direction sought with a large enough effect; inconclusive means small, poorly fitted or top-dose-only effect, or another doubt; inactive means no such curve, though single readings can be large; an effect the other way counts as inactive or inconclusive. Compounds as they come. About 4.3% of those tested had a hit in this group.

SMILES | Akt phos inh | Mm-Cpn inhibitor | A549 tox | Nrf2 inh | TGFb SMAD3 inh | HepG2 viability | CCT modulator | Abeta yeast res | Nrf2 activator
COc1ccc(-c2nc(SC(C)C(=O)NCC3CCCO3)n[nH]2)cc1 (stereo not drawn) | i | -14% | -19% | -5% | -7% | 1% | 0.0 | -9% | -0.6%
O=C(NC(=S)Nc1ccccc1Br)c1ccco1 | i | 2% | 8% | ? | -21% | -3% | -1.1 | 17% | 14µM*
CC(C)(C)S(=O)N1Cc2cc(C(=O)NCCCN3CCOCC3)nc(-c3cccc(-c4cc5ccccc5o4)c3)c2[C@H]1CCO (stereo partly drawn) | i | · | · | · | ? | 1% | 1.1 | 1% | 4.8%
O=C(N=C1SC2CS(=O)(=O)CC2N1c1ccc(F)cc1F)C1CC1 (stereo not drawn) | i | 4% | 1% | -4% | -3% | -16% | -2.9 | 2% | -0.2%
CN(CC(=O)Nc1ccc(F)c(F)c1F)C(=O)CCCSc1nc2ccccc2[nH]1 | i | -3% | -8% | 16% | 5% | -11% | -0.9 | 6% | -0.5%
COC(=O)c1c(NC(=O)C2CC=CCC2C(=O)O)sc(C)c1C (stereo not drawn) | i | -4% | 1% | 7% | ? | 1% | 2.4 | 11% | -0.4%
Cc1ccc(/C=N/N2CCN(c3ccccn3)CC2)cc1 | i | -1% | 2% | ? | 10% | -2% | 0.3 | -23% | 4.3%
Cc1c(C(=O)Nc2ccc(F)c(F)c2)oc2ccc(S(=O)(=O)N3CCCCC3)cc12 | i | -11% | 0%&-2% | ? | ? | -10%&-26% | 1.2 | -1%&1% | 0.7%&-0.2%
O=C(CSc1ccc(Cl)cc1)N1CCOCC1 | i | 2% | 5% | 14% | 2% | -2% | 0.0 | -17% | -1.0%
OC[C@@H]1CN(Cc2ccc(F)cc2)C[C@H](n2cnc3c(N4CCCC4)ncnc32)O1 | i | · | · | · | 3% | -12% | 0.6 | -14% | -0.5%
Cc1ccc(-n2c(=O)c3cccnc3n2CC(=O)Nc2cc(Cl)ccc2C)cc1 | · | · | 2% | -19% | -6% | -3% | · | -18% | 3.3%
Cc1ccccc1NC(=O)CSc1ccc(-c2ccc(-n3cccn3)cc2)nn1 | i | 0% | 0% | 4% | -9% | 1% | -0.1 | 10% | -0.2%
CCOC(=O)c1c(NC(=O)/C=C/C(=O)O)sc(C)c1-c1ccc(C)c(C)c1 | i | -2% | 0% | -15% | ? | -104% | -0.4 | -90%[inhibitor] | ?
Cc1ccc(C(=O)Cn2c(NCCO)nc3ccccc32)cc1 | i | 2% | -4% | · | -1% | -10% | -0.3 | -22%[9.22 µM] | 2.8%
COC(=O)Cc1c(C)nc2nc(-c3cccnc3)[nH]n2c1=O | i | -3% | -7% | 1% | -27% | -5% | -2.7 | 8% | 0.1%
CC(=O)Nc1ccc(SC[C@H](C)CN2CC[C@H](O)CCC2=O)cc1 | i | 0% | -3% | -2% | 3%&6% | -7%&-15% | 0.4 | -10% | -0.2%
C=CCO/N=C(/C)c1ccc(Oc2cnccn2)cc1 | i | 0% | 0% | ? | 8% | 4% | 0.1 | -21% | 5.3%
O=C(Cn1cccc1)Nc1ccc(F)cc1F | i | 0% | 4% | 1% | 11% | 9% | -0.9 | -12% | 0.3%
O=C(CNC(=O)c1ccccc1)OCCOc1cccc(Cl)c1 | i | 1% | -5% | 9% | -30% | 12% | 1.5 | 8% | -0.4%
CC(=O)c1cccc(OCC(O)CN2CCN(C(=O)c3ccco3)CC2)c1 (stereo not drawn) | i | -1% | 1% | -16% | 18% | 6% | 1.5 | -5% | -0.2%

Complete entries from above:
`COC(=O)Cc1c(C)nc2nc(-c3cccnc3)[nH]n2c1=O` as listed: Akt phos inh = i; Mm-Cpn inhibitor = -3%; A549 tox = -7%; Nrf2 inh = 1%; TGFb SMAD3 inh = -27%; HepG2 viability = -5%; CCT modulator = -2.7; Abeta yeast res = 8%; Nrf2 activator = 0.1%
`Cc1ccc(C(=O)Cn2c(NCCO)nc3ccccc32)cc1` as listed: Akt phos inh = i; Mm-Cpn inhibitor = 2%; A549 tox = -4%; Nrf2 inh = ·; TGFb SMAD3 inh = -1%; HepG2 viability = -10%; CCT modulator = -0.3; Abeta yeast res = -22%[9.22 µM]; Nrf2 activator = 2.8%
`Cc1ccccc1NC(=O)CSc1ccc(-c2ccc(-n3cccn3)cc2)nn1` as listed: Akt phos inh = i; Mm-Cpn inhibitor = 0%; A549 tox = 0%; Nrf2 inh = 4%; TGFb SMAD3 inh = -9%; HepG2 viability = 1%; CCT modulator = -0.1; Abeta yeast res = 10%; Nrf2 activator = -0.2%

Going on with the list.
SMILES | Akt phos inh | Mm-Cpn inhibitor | A549 tox | Nrf2 inh | TGFb SMAD3 inh | HepG2 viability | CCT modulator | Abeta yeast res | Nrf2 activator
CCCC(=O)NC1=C(Cl)C(=O)c2ccccc2C1=O | i | · | ? | -13% | -31% | -105% | -0.5 | 13% | -1.7%
O=C(NCCNC(=O)c1ccccn1)c1ccccc1 | i | 4% | 7% | -6% | -2% | -1% | -1.9 | -2% | 1.0%
CCN(CC)S(=O)(=O)c1ccc2c(c1)c(=O)c(C(=O)N1CCN(c3ccc(OC)cc3)CC1)cn2C | · | · | ? | 1% | ? | -20% | · | -4% | -1.3%
O=C(CSc1nnc(-c2cccnc2)o1)Nc1ccc(Cl)cc1 | i | -13% | 1% | 26% | 0% | -7% | 0.0 | 2% | -0.7%
O=C1c2cccc3cccc(c23)C(=O)N1c1ccc2ncccc2c1 | i | -3% | -4% | -22% | 1% | -46% | -3.0 | -5% | 1.9%
CCOc1ccc(S(=O)(=O)N2CCCCC2)cc1NC(=O)C1CSC2(C)CCC(=O)N12 (stereo not drawn) | i | 0% | -2% | 2% | -1% | 3% | -3.6 | 12% | 0.2%
OC[C@@H]1CN(C2CCCC2)C[C@H](n2cnc3c(NC4CCC4)ncnc32)O1 | i | · | · | · | 3% | -3% | 1.1 | -9% | 0.7%
Cc1c(C(=O)NCC2CCCO2)oc2ccc3c(c12)C(=O)CC(C)(C)O3 (stereo not drawn) | i | 0% | -3% | ? | 3% | -23% | -1.2 | 4% | -0.1%
COc1cc(OC)c(NC(=O)CCS(=O)(=O)c2ccc3c(c2)oc(=O)n3C)cc1Cl | · | · | -6% | ? | -7% | 13% | · | -2% | 2.9%
CCC1CCCCN1CCCNC(=O)c1ccc2c(=O)n(CCOC)c(=O)[nH]c2c1 (stereo not drawn) | i | 0% | -15% | -17% | 33%[activator] | -2% | -2.3 | -11% | -0.7%
CCCC(=O)Nc1nnc(/C=C/c2ccc(OC)cc2)s1 | i | -3% | -2% | 5% | -6% | -5% | 0.9 | 7% | 1.8%
CC(=NOC(=O)c1ccc(F)cc1)c1nccs1 | i | · | · | · | 4% | -12% | -2.4 | -19% | -1.4%
CC1CC(C)CN(CCC(=O)Nc2ccc3c(c2)CCC3)C1 (stereo not drawn) | i | 2% | 9% | -1% | 6% | -20% | 0.1 | -1% | -0.4%
O=C(NCCCNC(=O)c1ccccc1Cl)c1cnccn1 | i | 0% | 16% | 9% | 7% | -28% | -0.5 | 12% | -0.3%
Cc1ccc(OCCn2nc3ccccc3n2)c(C)c1 | i | 2% | 15% | 9% | 1% | 2% | -3.6 | -3% | 0.7%
CC1(C(=O)NS(=O)(=O)c2ccc3ccccc3c2)CCN1C(=O)Cc1ccc(Cl)cc1Cl (stereo not drawn) | i | · | · | · | -2% | -20% | -0.7 | -17% | 0.0%
COc1ccc(-c2cc(=O)oc3c(C)c(OCC(=O)NCC4CCC(C(=O)O)CC4)ccc23)cc1 (stereo not drawn) | i | -7% | 3% | -27% | -1% | -3% | -0.6 | 0% | -0.2%
COc1ccc(NC(=O)CCCNC(=O)c2ccc(Cl)cc2)cc1S(=O)(=O)N1CCCCC1 | i | · | -7% | ? | -1% | -10% | 0.3 | -2% | -1.0%
Cc1ccc(S(=O)(=O)N2CCN(C(=O)c3c(-c4ccccc4)noc3C)CC2)c(C)c1 | i | -2% | 8% | 4% | 11% | -4% | -1.1 | -4% | 0.0%
Cc1ccc(NC(=O)CN(C)C(=O)CNC(=O)c2cccs2)cc1 | i | -4% | -3% | -13% | -11% | 7% | -3.9 | 6% | 0.0%
CCOc1cc(-c2ccc(OC(=O)c3ccc(OC)cc3)c(OC)c2)cc(=O)c2c(C)oc(C)c12 | · | · | -16% | -28% | 0% | 1% | · | -14% | ?
COc1ccc(-c2oc3ncn4nc(COc5ccc(C)cc5)nc4c3c2-c2ccc(OC)cc2)cc1 | · | · | 0% | 2% | -11% | -3% | · | -18% | -0.1%
O=C(OCC(=O)N1CCOCC1)c1c(Cl)ccc(Cl)c1Cl | i | 0% | 5% | -8% | 4% | -7% | 0.9 | -2% | ?
CCNCC(=O)Nc1ccc(N2CCOCC2)cc1 | i | -1% | 8% | -14% | 0% | -16% | 1.1 | 5% | 0.4%
CC(=O)c1ccc(NC(=O)/C=C/c2ccc(C)o2)cc1 | · | · | -12% | ? | -7% | -29% | · | -19% | 16%
CC(C)N=C(NS(=O)(=O)NC(=O)c1ccccc1)c1ccccc1 | i | 2% | 2% | 7% | 2% | 1% | 1.9 | -13% | 0.3%
Nc1nonc1-n1nnc(C(=O)N/N=C/c2ccccc2Cl)c1COc1ccc(F)cc1 | i | 2% | 1% | -2% | ? | -15% | -0.8 | -11% | 1.6%
Cc1cc2c(cc(C(=O)OCC(=O)NCc3cccs3)n2C(C)C)o1 | i | 0% | -13% | -7% | ? | -13% | 3.1 | -30% | 0.3%
